# DNMT1 block: DNMT1 (human) enzyme inhibition. DNMT1 molecular beacon, Hinp1I cleavage, fluorescence. inhibition (reported as % activation of signal), % at 10 µM. hit rate 0.83% among 360,000; in the data active = inhibition above about 50%
# NadD block: inhibitors of Staphylococcus aureus NadD; purified NadD enzyme, colorimetric absorbance read-out; inhibition, % at 20 µM; hit rate 0.78% among 360,000; AID 602399; in the data active = inhibition above about 26%; note: some compounds past the cut are filed as inactive
# CSN deneddyl inh: inhibitors of human CSN-mediated cullin deneddylation. AID 651999. Purified CSN, SCF-Nedd8-OG deneddylation, fluorescence polarization. Q92905. hit rate 0.38% among 360,000. inhibition, % at 12.5 µM;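 active = pattern-corrected inhibition above about 35%, with an unprinted fluorescence ratio check between 0.5 and 1.5, limit read from the data, passing the limit was not always enough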;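 note: 0% = enzyme with substrate and 100% = substrate without enzyme; some results filed as inactive read as strong as hits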
# Target sequence (Q92905 whole entry, looked up, one chain of several): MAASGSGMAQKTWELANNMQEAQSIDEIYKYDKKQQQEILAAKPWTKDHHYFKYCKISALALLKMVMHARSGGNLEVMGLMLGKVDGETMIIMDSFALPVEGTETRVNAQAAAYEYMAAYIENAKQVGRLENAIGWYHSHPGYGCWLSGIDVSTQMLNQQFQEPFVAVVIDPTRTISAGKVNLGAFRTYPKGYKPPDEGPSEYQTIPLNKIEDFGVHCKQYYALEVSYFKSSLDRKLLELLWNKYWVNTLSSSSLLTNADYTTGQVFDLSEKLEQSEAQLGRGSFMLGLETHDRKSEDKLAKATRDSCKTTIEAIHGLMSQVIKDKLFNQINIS
#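 Material: purified human Csn5 enzyme expressed in HEK293T cells / Medium: Tris buffer pH 7.5, NaCl, DTT, Tween-20, trehalose, ovalbumin / Compound dosing: 12.5 µM single point / Schedule: 90 min incubation of compound, enzyme and substrate at room temperature / Signal: fluorescence polarization of the substrate / Control set: no-enzyme wells high, enzyme-with-substrate wells low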
# STEP inh: STEP (human) phosphatase inhibition; P54829; recombinant STEP, OMFP fluorogenic substrate, fluorescence; inhibition, % at 20 µM; hit rate 0.25% among 360,000; AID 588621;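 active = inhibition at 20 µM, scaled per plate between control wells, above about 37%, limit read from the data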;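 note: 0% = DMSO with enzyme and substrate and 100% = substrate only without enzyme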
#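 System: STEP phosphatase, cell-free reaction; Buffer or medium: Bis-Tris pH 6.0 buffer with DTT, detergent; Incubation: 20 min at room temperature, dark; Measured by: fluorescence, 480/540 nm.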
# SUMO1-SIM PPI: modulators of human SUMO1-mediated protein-protein interactions | AID 602429 | P63165 | SUMO1 binding to a labelled peptide, TR-FRET, 1 h | hit rate 0.33% among 360,000 | inhibition, % at 20 µM; in the data active = inhibition above about 37%
# Target sequence (P63165 whole entry, looked up): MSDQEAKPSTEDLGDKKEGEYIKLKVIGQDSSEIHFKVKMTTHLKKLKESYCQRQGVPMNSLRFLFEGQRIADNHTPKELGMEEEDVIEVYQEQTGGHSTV
# Rpn11 inh: blocks the human proteasome subunit Rpn11; human 26S proteasome, Ub4-pepOG fluorescence polarization; 20S core pre-blocked with epoxomicin; calls only at 20 µM; hit rate 0.59% among 360,000;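 active = inhibition at 20 µM, scaled to each plate's controls, above about 33%, limit read from the data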
# MsrA inhibitor: inhibits bovine methionine sulfoxide reductase A; purified bovine MsrA, absorbance read-out; hit rate 0.75% among 360,000; inhibition, % at 15.5 µM; in the data active = inhibition above about 4.5%;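 note: 0% = vehicle wells with enzyme and 100% = reference inhibitor wells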
# Scp1 inh: blocks human Scp-1 phosphatase activity. hit rate 0.88% among 340,000. Q9GZU7. Recombinant Scp1, phosphopeptide, malachite green phosphate absorbance. AID 493091. inhibition, % at 20 µM;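 active = inhibition above about 50% at 20 µM, limit read from the data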;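 note: plate controls were DMSO wells with enzyme for no effect and wells lacking enzyme for full effect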
# Target sequence (Q9GZU7 76-261 limits assumed): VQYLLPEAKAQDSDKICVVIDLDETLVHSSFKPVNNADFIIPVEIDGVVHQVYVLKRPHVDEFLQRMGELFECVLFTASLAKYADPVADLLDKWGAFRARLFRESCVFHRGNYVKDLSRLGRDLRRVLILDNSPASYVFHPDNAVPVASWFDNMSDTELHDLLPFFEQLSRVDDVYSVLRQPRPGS
#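 System: truncated SCP-1 phosphatase (76-261aa); medium: Tris acetate buffer pH 5.5 with MgCl2 and Tween-20; incubation: 45 min room-temperature reaction, 5 min colour, 30 min stabiliser; compound: single 20 µM dose, 1% DMSO; reagent: Phosphorylated 17-residue peptide substrate; read-out: % inhibition at 20 µM; technique: colorimetric free-phosphate detection, absorbance 630 nm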
# TbMetRS inhib: blocks T. brucei methionyl-tRNA synthetase activity. purified T. brucei MetRS, ATP depletion, Kinase-Glo luminescence. inhibition, % at 11.9 µM. hit rate 0.4% among 360,000;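 active = inhibition above a per-plate cutoff of the control wells' mean inhibition plus 3 SD, cut at about 5.5% in these data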;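 note: 0% = DMSO wells median and 100% = median of wells with control inhibitor compound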
#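 Material – parasite MetRS enzyme · Medium – HEPES-MgCl2-KCl buffer plus DTT, spermine, BSA, pyrophosphatase · Reagent – ATP, methionine and E. coli bulk tRNA substrates · Times – 15 min enzyme-compound preincubation, 2 h reaction, 10 min detection, 25 °C · Measured by – luminescence of leftover ATP · Evaluation – percent inhibition relative to median high and low control wells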
# LMPTP inh: LMPTP (human) inhibition; P24666; recombinant LMPTP-A, OMFP fluorogenic substrate, fluorescence intensity; inhibition, % at 20 µM; hit rate 0.22% among 360,000; AID 651560;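 active = compounds that cut the enzyme signal by at least half of the control window in the single-dose screen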;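 note: plate controls were DMSO wells with enzyme plus substrate for no effect and substrate without enzyme for full effect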
# Target sequence (P24666 whole entry, looked up): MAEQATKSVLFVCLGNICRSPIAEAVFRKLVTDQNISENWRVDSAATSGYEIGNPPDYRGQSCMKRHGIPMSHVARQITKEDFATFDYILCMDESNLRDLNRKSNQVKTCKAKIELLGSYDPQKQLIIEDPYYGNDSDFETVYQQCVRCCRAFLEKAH
#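 Material: LMPTP-A; amount: 0.625 nM enzyme; doses: single 20 µM dose; times: reaction 50 min, room temperature, dark; technique: fluorescence intensity of OMFP turnover product; benchmarks: no-enzyme and uninhibited controls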
# Numbers without * were called inactive; i = inactive; nt = not tested or not shown.
cpd | smiles | DNMT1 block | NadD block | CSN deneddyl inh | STEP inh | SUMO1-SIM PPI
1 | COc1ccc(-c2[nH]ncc2CN(C)Cc2c(C)n[nH]c2C)c(OC)c1 | -1 | -3 | -1 | 1 | 0
2 | CC1=Nn2c(nnc2-c2cccs2)SC1 | 1 | -4 | 1 | 0 | 3
3 | COc1ccc(-c2cn(-c3ccc(C)cc3)c(=O)n2CC(=O)Nc2ccc(OC)cc2OC)cc1 | -10 | 9 | 2 | -2 | -1
4 | CCc1ccc(OCC(O)CN2CCCC2)cc1 (centres undefined) | 0 | -5 | -4 | 0 | 0
5 | CCOc1ccc(Oc2ccc(C(F)(F)F)cc2N)cc1 | -3 | -4 | -1 | -4 | -1
6 | O=C(COC(=O)c1ccc(S(=O)(=O)N2CCCC2)cc1)Nc1cccnc1Cl | 0 | -2 | -10 | -1 | -7
7 | COc1cc2[nH]c(=S)nc(NCc3cccs3)c2cc1OC | -1 | 13 | 3 | 2 | 17
8 | CC1CCC/C(=N\NC(=O)Nc2ccccc2)C1 (centres undefined) | 5 | -1 | 1 | -3 | 1

cpd | Rpn11 inh | MsrA inhibitor | Scp1 inh | TbMetRS inhib | LMPTP inh
1 | i | 0.3 | -6 | -0.5 | -2.6
2 | i | 0.0 | 6 | -0.2 | -0.5
3 | i | 0.0 | -13 | -0.7 | 2.4
4 | i | 0.3 | 0 | -0.3 | -2.5
5 | i | -1.1 | 0 | -0.7 | 1.8
6 | i | 0.9 | 5 | -0.4 | 0.3
7 | i | -0.1 | -5 | -0.2 | -0.2
8 | i | 1.1 | -13 | -0.1 | -1.6

# Carrying on:
cpd | smiles | DNMT1 block | NadD block | CSN deneddyl inh | STEP inh | SUMO1-SIM PPI
9 | COc1ccc(NC(=O)C(NC(=O)Cc2cccs2)c2ccccc2)cc1 (centres undefined) | -4 | -1 | 1 | -1 | 0
10 | CC(=O)Nc1ccc(OC(=O)c2cc3cc(Br)ccc3oc2=O)cc1 | 3 | 1 | -3 | 0 | -12
11 | COc1ccc(C)cc1S(=O)(=O)Nc1cccc(-c2ccc(N3CCCCCC3)nn2)c1 | -8 | 31* | 3 | 2 | -31
12 | CC1Cc2ccccc2N1C(=O)CSc1nnc2sc3ccccc3n12 (centres undefined) | 1 | 3 | 5 | 0 | 2
13 | CSCCC1NC(=O)C(C(C)=NNC(N)=O)=C1O (centres undefined) | -5 | -4 | -1 | -3 | 1
14 | COCCNC(=O)c1ccc(NC(=O)C2(c3ccccc3)CCCC2)cc1 | 4 | 1 | -1 | 0 | 2
15 | CC1=CC(c2ccccc2)NC(=S)N1 (centres undefined) | 0 | 0 | 0 | -3 | 3
16 | CCOC(=O)C1(C)CCN1C(=O)c1ccc(OC)cc1 (centres undefined) | -1 | -1 | -7 | -2 | 1

cpd | Rpn11 inh | MsrA inhibitor | Scp1 inh | TbMetRS inhib | LMPTP inh
9 | i | 0.6 | -5 | -0.3 | -0.3
10 | i | -0.3 | -3 | -0.3 | -0.2
11 | i | 2.2 | 8 | 0.1 | 4.4
12 | i | 0.2 | -5 | 0.6 | 0.5
13 | i | -0.4 | -10 | 0.1 | -1.3
14 | i | -1.5 | 1 | 1.5 | -1.5
15 | i | -1.1 | -1 | -0.4 | -0.3
16 | i | -0.8 | nt | 0.3 | -0.7

# Further records.
cpd | smiles | DNMT1 block | NadD block | CSN deneddyl inh | STEP inh | SUMO1-SIM PPI
17 | Cc1ccc(C)c(-n2c(-c3csc(C)c3C)n[nH]c2=S)c1 | 0 | -2 | -4 | -2 | -2
18 | CCN(CC(=O)N1CCCCC1)S(=O)(=O)c1ccccc1 | 0 | -2 | 4 | -1 | -5
19 | Cc1ccc2cc(NC(=O)C3(C)CCN3CC(C)C)ccc2n1 (centres undefined) | -2 | 0 | -3 | -4 | -4
20 | Cc1ccc(S(=O)(=O)N2CCCCC2CCNC(=O)C(=O)NCCc2ccco2)cc1 (centres undefined) | -5 | -1 | 0 | -1 | 1
21 | Cc1cc(OCc2cccc(Cl)c2)c(C)cc1CN1CCOCC1 | 2 | -7 | 4 | 0 | -1
22 | COc1ccc(C(C(=O)NC2CCCCC2)N(CC2CCCO2)C(=O)CNC(=O)c2ccco2)cc1 (centres undefined) | 3 | -2 | 5 | 4 | -1
23 | CC1(C(=O)NC2CCCCC2)CCC(=O)N1Cc1cccnc1 (centres undefined) | -3 | -4 | -3 | 7 | 9
24 | CC(=O)/C=C(\C)Nc1c(C)n(C)n(-c2ccccc2)c1=O | 0 | -2 | 2 | 0 | -1

cpd | Rpn11 inh | MsrA inhibitor | Scp1 inh | TbMetRS inhib | LMPTP inh
17 | i | 1.4 | -5 | -0.3 | 0.2
18 | i | 2.1 | -2 | -0.4 | 1.0
19 | i | 0.9 | nt | 0.3 | -1.9
20 | i | 0.1 | -10 | -0.3 | -0.1
21 | i | 1.3 | -5 | 0.2 | -0.1
22 | i | 0.0 | -5 | 0.1 | 0.1
23 | i | 0.2 | 0 | -0.4 | -0.8
24 | i | 1.0 | -6 | -0.9 | -1.2

# Further entries.
cpd | smiles | DNMT1 block | NadD block | CSN deneddyl inh | STEP inh | SUMO1-SIM PPI
25 | COCc1nnc(NC(=O)CCC2CCCCC2)s1 | -2 | 0 | -4 | -1 | -4
26 | O=C(Oc1nsnc1N1CCOCC1)N1CCCCC1 | -2 | 1 | 1 | 5 | 0
27 | COc1ccccc1OCCCC(=O)Nc1ccc2c(c1)OCCO2 | 1 | -2 | 1 | 1 | 1
28 | CCOC(=O)N1CCN(c2nc3ccc(C(=O)c4ccccc4)cc3n3cnnc23)CC1 | -2 | 12 | -2 | 1 | -12
29 | Cc1ccc(C)c(-c2nnc(NC(=O)COc3ccccc3)o2)c1 | 0 | 4 | 1 | -1 | 11
30 | Cc1ccc(S(=O)(=O)NCCc2ccncc2)cc1 | 4 | -3 | 4 | -1 | 0
31 | CCCCCCN1C[C@H](O)[C@@H](n2cc(COC(=O)c3ccccc3)nn2)C[C@@H]1c1ccc(Cl)cc1 | -6 | -2 | 1 | 2 | -1
32 | CCc1nnc(NC(=O)COC(=O)c2cc(OC)cc(OC)c2)s1 | 3 | -1 | -4 | -2 | 6

cpd | Rpn11 inh | MsrA inhibitor | Scp1 inh | TbMetRS inhib | LMPTP inh
25 | i | 2.5 | 0 | 0.4 | -0.8
26 | i | -0.9 | -10 | -0.1 | -0.5
27 | i | 0.4 | -2 | 0.0 | 1.7
28 | i | 0.4 | 2 | -1.0 | 0.5
29 | i | 0.9 | -4 | -0.1 | -1.1
30 | i | 1.1 | -7 | 0.0 | -0.6
31 | i | 1.2 | nt | -2.4 | 3.9
32 | i | -0.3 | -2 | -0.2 | -1.2

# The list goes on:
cpd | smiles | DNMT1 block | NadD block | CSN deneddyl inh | STEP inh | SUMO1-SIM PPI
33 | C/C(=N\NC(=O)CSc1nc2ccccc2c(=O)n1-c1ccccc1C)c1cccs1 | -2 | 2 | 4 | 0 | 2
34 | Cc1c(C#N)c2ccccc2n1CC(=O)NCc1cccnc1 | 3 | -6 | 4 | 1 | -1
35 | Nc1cc(S(=O)(=O)N2CCOCC2)ccc1Oc1ccc(F)cc1 | 2 | -4 | -8 | -4 | 1
36 | Cn1cccc1/C=C1\SC(=O)N(CC(=O)Nc2ccc(F)cc2)C1=O | -2 | -8 | 0 | 0 | -5
37 | COc1ccc(S(=O)(=O)N(C)CC(=O)Nc2ccccc2OC)cc1 | 1 | 0 | -1 | 2 | 4
38 | O=C1C=C(NCc2ccc(Cl)cc2)CC(c2ccco2)C1 (centres undefined) | 6 | -2 | -1 | -2 | 0
39 | CC(C)CNC(=O)CN1C(=O)NC(Cc2c[nH]c3ccccc23)C1=O (centres undefined) | 0 | 0 | 1 | -1 | 5
40 | Cc1noc(NC(=O)c2ccc(Cl)cc2)c1Cl | -4 | -5 | 5 | -1 | -2

cpd | Rpn11 inh | MsrA inhibitor | Scp1 inh | TbMetRS inhib | LMPTP inh
33 | i | 0.7 | -2 | 0.1 | 1.6
34 | i | 1.7 | 0 | 0.0 | -0.5
35 | i | -1.5 | -2 | 0.6 | -1.0
36 | i | -0.1 | -1 | 0.3 | 0.2
37 | i | -1.3 | -4 | -0.8 | -0.5
38 | i | 1.4 | -2 | 0.1 | 1.0
39 | i | 3.1 | -9 | -0.3 | 0.3
40 | i | -0.4 | -6 | -1.1 | -0.2

# Further structures
cpd | smiles | DNMT1 block | NadD block | CSN deneddyl inh | STEP inh | SUMO1-SIM PPI
41 | CCOc1ncccc1C(=O)Nc1ccc(S(=O)(=O)Nc2nc(C)cc(C)n2)cc1 | 4 | 6 | 5 | 1 | 4
42 | O=C(O)C1CCC1C(=O)Nc1nc(-c2ccc(Cl)s2)cs1 (centres undefined) | 5 | 3 | 2 | -1 | -6
43 | C/C(N)=C(/C#N)C(=O)CSc1cc(C)c2cc(C)cc(C)c2n1 | -5 | -8 | -7 | -5 | -9
44 | COCCSc1nnc(NC(=O)C2CCCO2)s1 (centres undefined) | 1 | 4 | 4 | 0 | 5
45 | CCOC(=O)c1c(NC(=O)CN2C(=O)c3ccccc3C2=O)sc(Cc2ccc3c(c2)OCO3)c1C | 4 | 6 | 1 | 1 | 1

cpd | Rpn11 inh | MsrA inhibitor | Scp1 inh | TbMetRS inhib | LMPTP inh
41 | i | -0.4 | -5 | 0.1 | -0.8
42 | i | -1.1 | -16 | -0.5 | 1.7
43 | i | -0.3 | 15 | -0.6 | 4.2
44 | i | -0.5 | -3 | -0.9 | -1.3
45 | i | 0.1 | -20 | -0.3 | 1.1
